# Lipid storage S3: qHTS Assay for Lipid Storage Modulators in Drosophila S3 Cells. Drosophila S3 cells, BODIPY lipid droplet fluorescence, 18-24 h; cells fed with added oleic acid. lipid storage change, negative = inhibition, % at the top dose, mostly 46.1 µM; hits show Potency in µM. 0.64% of 320,000 active. AID 2685, 2010; active = well fitted inhibition curve with a large enough effect in the signal ratio, with a control signal flat, not every such curve was filed as active; inconclusive = small, poorly fitted or top-dose-only effect, or effect the other way, or a change in a side signal; the % refers to the signal ratio
#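 Drosophila S3 cells loaded with oleic acid (400 uM, as added) and compounds at several concentrations; lipid droplets imaged by 488-nm laser-scanning cytometry, 500–530 nm intensity and object ratio to cell channel. Percent activity normalized to 20 uM Triacsin C.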
# Lipid storage S3 cell count max: recorded beside Lipid storage S3, whose call it bears; cell number change, %; measured here: cell count max response;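 cells counted by Cell Tracker Red CMTPX staining in the red channel; peak over a dose series mostly up to 46.1 µM; percent activity relative to internal control wells on each plate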
# * marks the source's active call; other numbers are inactive results; i = inactive; ? = inconclusive; / = no result given. % is scaled to controls: 0 for no effect and ±100 for the full control effect; potency is read from the fitted curve at half-maximal effect. Some of the compounds tested. The share of hits here may be higher or lower than overall.
SMILES,Lipid storage S3,Lipid storage S3 cell count max
CC(C)c1nnc(NC(=O)c2cc3cc(Br)ccc3oc2=O)s1,18%,8
COc1cc(OC)cc(C(=O)OCc2ccc([N+](=O)[O-])cc2)c1,?,/
Cc1cccnc1NC(=O)c1cccc(S(=O)(=O)N2CCCC2)c1,?,/
COc1cccc(C2/C(=C(\O)c3ccc4c(c3)OCCO4)C(=O)C(=O)N2CCCN2CCOCC2)c1OC (stereo unspecified),?,/
O=C1CC(Nc2ccccc2)C(=O)N1CCc1ccccc1 (stereo unspecified),?,/
CN1C=CC=C/C1=C1\SC(=S)N(Cc2ccccc2)C1=O,?,/
CCCCOc1ccc2c(c1)C(=O)c1cc(O)ccc1-2,?,/
O=C(NCCCc1ccccc1)c1cccc([N+](=O)[O-])c1,?,/
COc1ccc2cc(Br)ccc2c1CC(=O)NC(C)(C)C,?,/
Cc1ccccc1C(=O)Nc1nc(-c2cccnc2)cs1,8%,2
COc1cc(/C=N/Nc2ccc(C)cc2)cc(Br)c1O,-7%,18
CN1CCN(c2ccc(NC(=O)c3cccc(OCc4ccccc4)c3)cc2)CC1,?,/
COc1ccc(C2Nc3ccccc3C(=O)N2NC(C)=O)cc1OC (stereo unspecified),?,/
Cc1ccc(-c2noc(C3CCCN(C(=O)c4ccc(Cl)cc4)C3)n2)o1 (stereo unspecified),i,-8
CCOC(=O)C1=C(C)NC(=NC)SC1c1ccccc1 (stereo unspecified),4%,0

# Structures from the list above containing bromine:
SMILES,Lipid storage S3,Lipid storage S3 cell count max
CC(C)c1nnc(NC(=O)c2cc3cc(Br)ccc3oc2=O)s1,18%,8
COc1ccc2cc(Br)ccc2c1CC(=O)NC(C)(C)C,?,/
COc1cc(/C=N/Nc2ccc(C)cc2)cc(Br)c1O,-7%,18

# Continued.
SMILES,Lipid storage S3,Lipid storage S3 cell count max
OC(CN1CCOCC1)(c1ccccc1)c1ccccn1 (stereo unspecified),?,/
COc1ccccc1/C=C(/CC(=O)NCc1ccc2c(c1)OCO2)c1nc2ccccc2s1,?,/
COc1ccc(/C=N/Nc2ncnc3c2[nH]c2ccccc23)c(OC)c1OC,?,/
O=C(c1ccccc1)N1CCN(c2nc3ccc([N+](=O)[O-])cc3s2)CC1,?,/
O=C(CSc1ccccc1C(=O)O)NCc1ccco1,3%,11
CC(C)CCNC(=O)CN(Cc1ccc2c(c1)OCO2)C(=O)Cn1nnc(-c2cccs2)n1,10%,-1
Cc1c(C=O)c2ccccc2n1CCOc1ccccc1,?,/
c1ccc2c(c1)CCN(c1nc3cc4c(cc3s1)OCO4)C2,?,/
COc1ccc(CCNC(=O)c2oc3ccccc3c2C)cc1,?,/
CN(Cc1ccccc1)C(=O)c1ccccc1Br,15%,8
COC(=O)c1ccccc1NC(=S)N1CCC(N2CCCCC2)CC1,?,/
O=C(O)c1ccc(NC(=O)c2ccc(Cl)cc2)c(NC(=O)c2ccc(Cl)cc2)c1,?,/
CC1=C(C(=O)Nc2cccc(C(=O)N3CCN(c4cccc(C(F)(F)F)c4)CC3)c2)SCCO1,?,/
Cc1ccc(-c2noc(CCC(=O)Nc3ccccc3C)n2)cc1,?,/
CCN(CC(=O)NCc1ccc(Cl)cc1)C(=O)CCc1ccccc1O,?,/
Cc1ccc(C(=O)CCC(=O)Nc2cccc(C)c2)cc1,?,/
COc1ccc([C@H]2CC(=O)C=C(c3ccc(OC)cc3OC)C2)cc1,?,/
COC(=O)C1=C(C)N=C2SCCC(=O)N2C1c1cc(Br)ccc1OC (stereo unspecified),-21%,-17
Cn1c(C(=O)NCc2ccccc2)cc2oc3ccccc3c21,i,12
COc1ccc(CCNC(=O)COc2ccc(S(=O)(=O)NC3CCCCC3)cc2Cl)cc1,?,/
Cc1c(C(=O)Nc2nccs2)oc2c(Cl)cccc12,?,/
CCOC(=O)c1sc(=S)n(Cc2ccccc2)c1C,?,/
Cc1cc(C)n(S(=O)(=O)Cc2ccccc2)n1,23%,-20
Cc1sc2ncn(CC(=O)N3CCCCC3)c(=O)c2c1S(=O)(=O)N1CCC(C)CC1,i,18
CCC(=O)N1CCc2cc(S(=O)(=O)NC(Cc3ccccc3)C(=O)NC3CCCCC3C)ccc21 (stereo unspecified),i,/
CCOC(=O)C1(C)NC(c2ccco2)C2C(=O)N(C)C(=O)C21 (stereo unspecified),?,/
CCN(CC)S(=O)(=O)c1ccc(N2CCN(S(=O)(=O)c3ccccc3C#N)CC2)nc1,?,/
Cc1onc(-c2ccccc2Cl)c1C(N)=O,6%,5
N/C(=N\c1nc2ccccc2o1)NC(=O)c1ccccc1F,i,6
CCOC(=O)c1cccc(NC(=O)c2ccc3c(c2)C(=O)N(CC2CCCO2)C3=O)c1 (stereo unspecified),?,/
O=C(O)CC1SC(=O)N(CC(=O)c2ccccc2)C1=O (stereo unspecified),?,/
CCOC(=O)C1=C(O)C(=O)NC(c2ccccc2)=C(OCC)C1,14%,1
CC(=O)Nc1ccc(NC(=O)c2nc(-c3ccccc3)oc2C)cc1,?,/
Cc1ccc(C)c(OCc2cc(C(=O)N3C[C@@H](C)O[C@@H](C)C3)no2)c1,13%,11
COc1ccc(N2CCN(C3CCCN(Cc4cccc(C)c4)C3)CC2)cc1 (stereo unspecified),i,10
CCOc1ccccc1C(=O)N[C@H](C(=O)NCc1ccccc1)C(C)C,?,/
CCOc1cc2[nH]c(=S)n(CCN3CCCCC3C)c(=O)c2cc1OCC (stereo unspecified),?,/
Cc1cnc(C(=O)OCC(=O)c2c[nH]c3ccccc23)cn1,?,/
COc1ccc(S(=O)(=O)N2CCCC2CNC(=O)C(=O)NCc2cccs2)cc1 (stereo unspecified),?,/
Cc1ccc(C)c(N2N=C(C(=O)O)CCC2=O)c1,?,/
NC1=NS(=O)(=O)NC1c1ccc(Cl)cc1 (stereo unspecified),13%,0
CC(C)Cn1c(C(C)NC(=O)Cc2ccccc2)nc2ccccc21 (stereo unspecified),i,/
Cc1ccc(-n2nc(C)cc2NC(=O)c2ccc(C)s2)cc1,0%,16
Cn1ncc([N+](=O)[O-])c1C(=O)Nc1nc2ccccc2n1CCN1CCCCC1,-26%,-29
CC1(C)CC(=O)C=C(Nc2ccc(OCC(F)(F)C(F)F)cc2)C1,?,/
CCC1CCCCN1C(=O)COC(=O)c1cc2ccccc2cc1O (stereo unspecified),4%,-7
CC(C)Oc1ccc(C(=O)NN2C(=O)NC3(CCCCC3)C2=O)cc1,?,/
COc1ccc(NC(=O)c2cccc(N3C(=O)C4CCC(C)CC4C3=O)c2)c(OC)c1 (stereo unspecified),?,/
Cc1ccccc1-c1nn(-c2ccc(F)cc2F)cc1CNCCCN(C)C,8%,0
O=[N+]([O-])c1cccc(NC(=S)N2CCN(S(=O)(=O)c3ccccc3)CC2)c1,?,/
CCc1ccc(-c2cc3c(=O)n(CC(=O)NCCCN4CCN(CC)CC4)nc(C)n3n2)cc1,?,/
CCN(CC)C(=O)c1[nH]cnc1C(=O)N[C@@H](C)C(=O)OCc1ccccc1,-13%,-1
COc1ccc(NC(=O)CN2C(=O)COc3ccc(S(=O)(=O)N4CCCCCC4)cc32)cc1,-1%,-12
CCc1nnc(NS(=O)(=O)c2ccc(NS(=O)(=O)c3ccc(NC(C)=O)cc3)cc2)s1,?,/
Cc1ccc(C(=O)OCC(=O)Nc2ccccc2)cc1NC(=O)c1ccco1,23%,-11
Cc1nn(CC(=O)N/N=C/c2cccs2)c(C)c1[N+](=O)[O-],-21%,-17
c1ccc(-n2cnc3ccccc32)nc1,-24%,6
Cc1ccc2nc(Nc3ccccc3)c(C=O)c(=O)n2c1,?,/
CCn1cc(CN2CCC(n3nccc3NC(=O)c3cccc(F)c3)CC2)cn1,24%,5
O=C(NC(=S)NC(=O)c1ccccc1F)c1ccccc1F,9%,0

# (more compounds)
SMILES,Lipid storage S3,Lipid storage S3 cell count max
CCN(CC)C(=O)C1(P(=O)(c2ccccc2)c2ccccc2)CCC1,?,/
CN(C)CCOCCSc1ccc(Cl)cc1,10%,-11
CCOC(=O)N1CCN(C(=O)c2ccc(CSc3ccc(Cl)cc3)cc2)CC1,-2%,15
Cc1ccc(CNC(=O)Cn2nnc(C(=O)Nc3ccc(Br)cc3)c2N)cc1,i,4
Cc1nc2ccccc2cc1C(=O)NCc1ccc(F)cc1,?,/
Cc1cn([C@@H](CCCCN)C(=O)NCCCCCCCCCCC(=O)N2CCNCC2)nn1,?,/
O=C(c1cccc(-n2cnnn2)c1)N1CC=C(c2ccccc2)CC1,3%,/
COC(=O)c1ccccc1Nc1ccccc1,20%,-4
COCCCn1c(SCC(=O)NC2CCCC2)nnc1-c1ccco1,i,30
Cc1ccc(CSCC(=O)N2CCN(c3ccccc3)CC2)cc1,-7%,8
O=C(Nc1cccc(C(F)(F)F)c1)c1c(O)c2ccccc2[nH]c1=O,i,-16
Cc1cccc(N/N=C/c2ccc(C)s2)c1,i,4
O=C(NCC1CCCO1)c1csc(Nc2cccc3ccccc23)n1 (stereo unspecified),-11%,-20
COc1ccccc1NS(=O)(=O)c1cc(C(=O)NCC(c2ccc(F)cc2)N2CCOCC2)ccc1C (stereo unspecified),?,/
CCOc1ccc(NC(=O)C2CCC(C)(C(=O)O)C2(C)C)cc1 (stereo unspecified),?,/
COc1ccccc1NC(=O)Cc1nnc(SCC(=O)Nc2ccccc2F)n1C,-4%,5
O=C(O)Cc1cc2c(s1)CCCCC2,?,/
O=C(CN1CCN(c2ccccn2)CC1)Nc1nc2ccccc2s1,?,/
CN(CC(=O)Nc1ccc(Cl)cc1)C(=O)C1CCCC1,?,/
O=C(NCCc1cccs1)C12CN(Cc3ccccc3)CC1C(c1cccc([N+](=O)[O-])c1)=NO2 (stereo unspecified),i,/
O=[N+]([O-])c1cc([N+](=O)[O-])c(N2CCOCC2)cc1NCc1ccccc1,?,/
CCOCCCNC(=O)CCc1ccc(-n2cnc3cccnc32)cc1,26%,-13
Cc1csc(SCc2c(C(=O)O)oc3ccccc23)n1,?,/
CN(C)CCn1c2c(c(SCC(=O)Nc3cccc(C(F)(F)F)c3)nc1=O)CCCC2,?,/
CCOc1ccc(NS(=O)(=O)c2ccc(C(=O)NCc3cccnc3)cc2)cc1,?,/
Cc1ccc(S(=O)(=O)Nn2c(C)ccc2C)cc1,?,/
CCCn1nc(C(=O)NNC(=O)CCCOc2ccc(OC)cc2)c2ccccc2c1=O,2%,4
CCCCC(=O)NCc1ccc2c(c1)cc(C)n2C,-1%,-12
N#CCCN(C(=O)COC(=O)Cc1c[nH]c2ccccc12)c1ccccc1,?,/
COc1ccc(CCC(=O)N2CCN(S(=O)(=O)c3cccc(C(F)(F)F)c3)CC2)cc1OC,?,/
OCC1(C2=NOC(O)(C(F)(F)F)C2)CCCCC1 (stereo unspecified),-8%,1
O=C(Cn1cnc2cc([N+](=O)[O-])ccc2c1=O)Nc1ccc2c(c1)OCO2,?,/
CC(=O)N1CCN=C1SCc1ccc(Br)cc1,?,/
Cc1ccccc1CNCc1cccnc1,11%,8
Cc1oc(-c2ccccc2F)nc1CSCC(=O)NC1CCCC1,i,/
O=C(Cn1ncc2c3ccccc3n(Cc3ccccc3)c2c1=O)NCCCN1CCCC1=O,i,0
Cc1cc(C(=O)COC(=O)/C=C/c2cccc(F)c2)c(C)n1C,8%,6
COc1ccccc1C(=O)NCC(=O)N/N=C/c1cccc(Cl)c1,9%,17
Cc1nnc(NC(=O)c2sc3ccccc3c2Cl)s1,?,/
O=C(O)c1cccc(CSc2nnc(-c3ccco3)o2)c1,?,/
CC1Nc2nc(N(C)C)[nH]c(=O)c2NC1C (stereo unspecified),16%,/
O=c1[nH]c(=O)n(-c2cc(Br)c(O)c(Br)c2)cc1Br,-25%,8
Cc1cccc(SCc2noc(C(=O)NC(C)C)c2C(=O)O)c1,-1%,-2
CCN(CC)C(C(=O)NC1CCCCC1)c1ccc(C)cc1 (stereo unspecified),0%,9
COC(=O)c1ccc(Nc2nc(C)cc(C)n2)cc1,?,/

# Another view of some results above.
SMILES	Lipid storage S3	Lipid storage S3 cell count max
OCC1(C2=NOC(O)(C(F)(F)F)C2)CCCCC1 (stereo unspecified)	-8%	1
COc1ccccc1C(=O)NCC(=O)N/N=C/c1cccc(Cl)c1	9%	17
CC(=O)N1CCN=C1SCc1ccc(Br)cc1	?	/
O=C(Cn1ncc2c3ccccc3n(Cc3ccccc3)c2c1=O)NCCCN1CCCC1=O	i	0

# Grouped by structure, the entries above containing a cyano group.
SMILES,Lipid storage S3,Lipid storage S3 cell count max
CCN(CC)S(=O)(=O)c1ccc(N2CCN(S(=O)(=O)c3ccccc3C#N)CC2)nc1,?,/
N#CCCN(C(=O)COC(=O)Cc1c[nH]c2ccccc12)c1ccccc1,?,/

# New compounds follow:
SMILES,Lipid storage S3,Lipid storage S3 cell count max
CCc1ccc(NC(=O)C(C)OC(=O)c2cc(=O)[nH]c3ccc(S(=O)(=O)Nc4ccc(F)cc4)cc23)cc1 (stereo unspecified),?,/
CN1CCN(C(=O)c2ccc(-n3cccc3)cc2)CC1,?,/
COC(=O)Nc1c(C)n(C)n(-c2ccccc2)c1=O,?,/
Clc1ccc2nc3ccccn3c2c1,18%,1
COCCCNC(=O)C1CCN(c2ncccn2)CC1,9%,-1
O=C(CSc1nnc(-c2ccccc2O)n1Cc1ccccc1)NNC(=O)c1ccccc1O,?,/
O=C(C/C=N/OCc1ccccc1F)c1cnc(-c2ccc(Cl)cc2)s1,2%,12
CC(Oc1ccc2c(-c3ccccc3)cc(=O)oc2c1)C(=O)NCC(O)c1ccccc1 (stereo unspecified),?,/
O=C(Cn1cnc2c(nnn2-c2ccccc2)c1=O)N1CCCc2ccccc21,i,/
CCC(Sc1ncnc2c1c(-c1ccccc1)cn2-c1ccc(OC)cc1)C(=O)OC (stereo unspecified),-12%,-18

# Screening data as filed in PubChem.
